High-throughput results as filed in PubChem.
Mtb RmlCD inh = blocks M. tuberculosis RmlC and RmlD coupled enzymes; P9WH09+P9WH11; RmlC+RmlD coupled enzyme assay, percent inhibition; primary screen in compound mixtures; inhibition, % at 3.6 µM; actives 0.03% (n = 160,000); in the data active means inhibition mostly above about 34%, no sharp cut-off; inconclusive means no clear call, values can overlap the other calls; inactive means mostly below about 22%; further: some results filed as inactive read as strong as hits
Target sequence (P9WH09 whole entry, looked up): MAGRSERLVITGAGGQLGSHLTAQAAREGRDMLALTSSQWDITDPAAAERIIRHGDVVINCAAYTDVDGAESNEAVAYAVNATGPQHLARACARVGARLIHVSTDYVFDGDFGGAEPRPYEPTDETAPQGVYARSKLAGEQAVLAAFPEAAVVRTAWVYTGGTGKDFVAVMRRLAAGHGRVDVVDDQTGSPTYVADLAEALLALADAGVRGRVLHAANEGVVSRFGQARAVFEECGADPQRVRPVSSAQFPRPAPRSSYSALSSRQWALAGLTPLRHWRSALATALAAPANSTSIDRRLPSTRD
Target sequence (P9WH11 whole entry, looked up): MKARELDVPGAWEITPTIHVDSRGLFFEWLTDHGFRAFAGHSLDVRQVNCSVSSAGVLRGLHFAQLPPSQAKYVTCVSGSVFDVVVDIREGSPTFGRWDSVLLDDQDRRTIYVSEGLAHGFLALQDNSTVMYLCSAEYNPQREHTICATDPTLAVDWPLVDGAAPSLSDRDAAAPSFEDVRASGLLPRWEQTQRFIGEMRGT
GlmU inhibition = inhibition of mycobacterial GlmU enzyme – biochemical, glucosamine-1-phosphate acetyltransferase (AID 1376) | inhibition, %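 (tested at 30 µM in the primary screen)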; hits with a dose series show IC50 in µM | actives 0.25% (n = 220,000) | M. tuberculosis GlmU acetyltransferase enzyme assay; higher % means a stronger effect; in the data active means inhibition above about 13%; inconclusive means no clear call, values can overlap the other calls;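 further: 0% = complete reaction with vehicle and 100% = reaction without substrate; strong numbers were not always called active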
Active calls of the source: *; ? = inconclusive; · = no result given. These rows are one share of the data. The share of hits here may be higher or lower than overall.

Order of results – Mtb RmlCD inh	GlmU inhibition
(1) O=C(N/N=C/C=C/c1ccccc1)c1cc(C2CC2)[nH]n1
→ -4.5	-1.3%
(2) CCOC(=O)COc1ccc(/C=C2\NC(=S)N(CC)C2=O)cc1
→ -6.3	-1.4%
(3) CCOc1ccc(/C=N/n2cnnc2)cc1
→ ·	-0.4%
(4) CC(=O)Nc1ccc(S(=O)(=O)Nc2nc3ccccc3nc2N2CCCCCC2)cc1
→ 27.8	5.1%
(5) CC(=O)/C(=C/N(C)C)Sc1ccc(C)cc1
→ ·	-3.9%
(6) CC1(C)Cc2ccccc2C(CSc2ccccc2C(=O)O)=N1
→ 16.8	2.0%
(7) CC1(C(=O)O)CCC(C(=O)Nc2ccc3ccccc3c2)C1(C)C (stereo not given)
→ 6.4	0.9%
(8) CSCC[C@H](Nc1ncnc2sc(C)c(C)c12)C(=O)O
→ 1.9	2.8%
(9) O=C(CSc1ccc(-c2cccc([N+](=O)[O-])c2)nn1)N1CCCC1
→ 9.7	-0.6%
(10) O=C(NC(=S)Nc1ccccc1N1CCCC1)c1cccc(F)c1
→ 14.7	0.7%
(11) CC(C(=O)NCC1CCCCC1)N1CCN(S(=O)(=O)/C=C/c2ccccc2)CC1 (stereo not given)
→ -29.5	1.4%
(12) Cc1cccc(C)c1NC(=O)C1CC(=O)N(C(C)C)C1 (stereo not given)
→ 10.5	-0.2%
(13) CCCNC(=O)Cc1cc(=O)[nH]c(=O)[nH]1
→ ·	6.3%
(14) O=C(Cn1cc(C(F)(F)F)ccc1=O)N/N=C/c1ccccc1O
→ -4.7	4.7%
(15) C#CCNC(=O)C1=C[C@@H](c2coc3ccccc3c2=O)C[C@@H](OCCCCO)O1
→ ·	0.4%
(16) COC(=O)c1[nH]c2cccc(OC)c2c1NC(=O)CN1CCN(c2cccc(OC)c2)C(C)C1 (stereo not given)
→ 61.8	-2.5%
(17) COc1ccc(/C=C/C(=O)OCn2c(SC)nnc(C)c2=O)cc1OC
→ 4.0	-1.9%
(18) CCN(CC)Cc1nc2sc(C)c(C)c2c(=O)[nH]1
→ -14.3	6.5%
(19) CCn1cc(C(=O)OCC(=O)c2cc(C)n(-c3cccc(C(F)(F)F)c3)c2C)c(=O)c2ccc(C)nc21
→ 8.1	-2.5%
(20) CCOC(=O)C1CCCN(C(=O)c2ccc(OC)c([N+](=O)[O-])c2)C1 (stereo not given)
→ ·	2.7%
(21) COCCNC(=O)c1c(N)n(CCC(C)C)c2nc3ccccc3nc12
→ ·	3.5%
(22) O=C(Cc1csc(N2CCOCC2)n1)N/N=C/c1cccc(O)c1
→ ·	-2.2%
(23) Cc1nc2nc(Cc3ccccc3)[nH]n2c(=O)c1Cl
→ ·	-2.3%
(24) CC(C)c1nc(SCC(=O)N2CCN(c3ccccc3)CC2)c2c(=O)n(C)c(=O)n(C)c2n1
→ -9.3	1.7%
(25) Cc1ccc(NC(=O)c2ccc3c(c2)S(=O)(=O)c2ccccc2C3=O)cc1S(=O)(=O)N1CCOCC1
→ 22.6	0.3%
(26) CCC(=O)N(Cc1cc(=O)[nH]c2ccccc12)c1cccc(C)c1
→ -7.9	-3.1%
(27) N#CC1=C(N)Oc2n[nH]c(-c3ccccc3)c2C1c1ccsc1 (stereo not given)
→ ·	-4.1%
(28) COc1cc(NC(=O)CSc2nc3[nH]ncc3c(=O)n2-c2ccccc2C)cc(OC)c1OC
→ ·	-1.0%
(29) O=C(COc1ccc2ccccc2c1)N/N=C/c1ccccn1
→ -7.7	0.9%
(30) Nc1ccc(C(CC(=O)O)n2cccc2)cc1 (stereo not given)
→ 6.3	0.8%
(31) Clc1ccc(Nc2nc(-c3ccncc3)cs2)cc1
→ ·	2.7%
(32) COc1ccc(C(O)c2nc3ccccc3n2C)cc1OC (stereo not given)
→ 4.6	-2.0%
(33) CC(=O)c1c(C)nc(-c2ccc(Cl)cc2Cl)n1O
→ ·	-0.1%
(34) COc1ccc(COC(=O)C2=C(C)NC(=O)NC2c2ccc(O)c(OC)c2)cc1 (stereo not given)
→ 4.7	5.2%
(35) CCOC(=O)CSc1nc2sc3c(c2c(=O)n1CC)CC(C)(C)OC3
→ 6.0	7.1%
(36) CN(C)c1ccc(NC(=O)Nc2csc3ccccc23)cc1
→ -1.0	-2.6%
(37) O=C(C(Cc1ccccc1)NS(=O)(=O)c1ccc(F)cc1)N1CCC2(CC1)OCCO2 (stereo not given)
→ ?	-1.8%
(38) COc1ccccc1C(=O)O/N=C(\N)c1ccc(Cl)cc1
→ ·	3.7%
(39) C=CCn1c(SCC(=O)OCc2ccccc2)nc2c1c(=O)n(C)c(=O)n2C
→ ·	1.2%
(40) O=C(Nc1ccccc1)Nc1ncc([N+](=O)[O-])s1
→ -8.5	-0.9%
(41) C/C(=C1/SC(=S)N(CCC(=O)O)C1=O)c1ccc(O)cc1
→ -6.5	4.0%
(42) Cc1c(C(=O)NCc2cccs2)oc2ccc(Br)cc12
→ ·	-4.8%
(43) CC(=O)N1N=C(c2ccncc2)OC12CCCC2
→ 0.0	-1.6%
(44) CC(=O)c1cc2c(cc1NC(=O)c1cccc(S(=O)(=O)N3CCN(C)CC3)c1)OCO2
→ 2.1	1.9%
(45) O=C(COC(=O)CCC(=O)c1cccs1)NC1CC1
→ -13.5	5.6%
(46) COC(=O)CSc1nnc(-c2ccc3c(c2)OCO3)n1C
→ ·	3.8%
(47) COCCCNC(=O)CNC(=S)N(Cc1ccc(F)cc1)C1CCCCC1
→ 11.4	8.0%
(48) COc1ccc2cc3cc(C(=O)NCc4ccccn4)oc3nc2c1
→ -4.7	·
(49) Fc1ccccc1C1c2cccn2CCN1C(=S)Nc1ccc(Br)cc1 (stereo not given)
→ 9.6	6.3%
(50) CCC(=O)Oc1ccc(-c2nc(-c3cccnc3)no2)cc1
→ 2.5	4.9%
(51) CNC(=O)CSc1nccn1Cc1ccc(Cl)cc1
→ -8.9	-0.6%
(52) COc1nc(Nc2ccc(-c3nc4ccccc4o3)cc2)nc(N2CCOCC2)n1
→ ·	-4.1%
(53) COCOc1ccc(C=O)cc1OCOC
→ ·	4.5%
(54) Cc1cc2ccccc2c(=O)n1CC(=O)NCC(=O)N1CCC2(CC1)OCCO2
→ -10.7	0.3%
(55) CCOc1ccc(C2OC34CCCCC3C(C#N)(C#N)C2(C#N)C(=N)O4)cc1OC (stereo not given)
→ -5.3	-1.2%
(56) CC(=O)Nc1ccc(N2C(=O)CC(N3CCN(Cc4ccc5c(c4)OCO5)CC3)C2=O)cc1 (stereo not given)
→ ·	-5.3%
(57) COc1ccc(N=C2SCC(c3ccccc3)=NN2C)cc1
→ ·	-2.3%
(58) N#CCCn1cc(C(=O)O)c(-c2cc3ccccc3o2)n1
→ 8.4	1.9%
(59) CCCCCCn1c(=O)[nH]c2c(c1=O)CCC2
→ -9.1	0.9%
(60) CCC12OC(=N)C(C#N)(C1C)C(C#N)(C#N)C(c1ccccc1)O2 (stereo not given)
→ ·	1.3%

Next section
Order of results – Mtb RmlCD inh	GlmU inhibition
(61) O=C(NCC#CCOCc1ccccc1)c1ccccc1
→ ·	-4.5%
(62) O=c1c2ccccc2c(C=Nc2cccc(O)c2)c(O)n1-c1ccc2c(c1)OCO2
→ ·	-6.7%
(63) CN(CC(=O)Nc1cccc2ccccc12)C(=O)c1cccc(S(=O)(=O)N(C)C)c1
→ ·	3.9%
(64) COc1cccc(NC(=O)c2ccn(C)n2)c1
→ ·	-5.3%
(65) Cn1c(=O)[nH]c(=O)c2c1nc(Br)n2C/C=N/Nc1ccccc1
→ 5.6	-0.8%
(66) O=C(/C=C\c1cn(-c2ccccc2)nc1-c1ccccc1)Nc1nccs1
→ ·	-1.8%
(67) C/C(CC(=O)Nc1cccnc1)=N\NC(=O)c1ccc([N+](=O)[O-])c(Cl)c1
→ ·	6.9%
(68) O=C(Cn1ccc(=O)[nH]c1=O)Nc1ccc(C(=O)O)c(O)c1
→ ·	-2.9%
(69) Cc1cccc(NC2=NC(C)(C)N=C(N)N2)c1C
→ 11.1	3.7%
(70) C/C(=N/Nc1cc(-c2ccccc2)nc(-c2ccccc2)n1)c1ccc(O)cc1
→ 6.3	2.9%
(71) COc1ccc(-c2nc3ncccn3c2Br)cc1
→ -9.7	1.0%
(72) O=C(O)c1ccc(/C=N\Nc2ccc(S(=O)(=O)N3CCOCC3)cc2[N+](=O)[O-])cc1
→ ·	-1.1%
(73) CSc1ncc2ncn(C3OC(CO)C(O)C3O)c2n1 (stereo not given)
→ ·	9.6%
(74) COc1ccc(OC)c(NC(=O)CSc2nnc(C3CCCCC3)n2-c2ccccc2)c1
→ ·	5.5%
(75) O=c1[nH][nH]c(-c2ccccc2O)c1C(C[N+](=O)[O-])c1ccc(Cl)cc1Cl (stereo not given)
→ -3.4	-1.5%
(76) CC(c1ccccc1)N1C(=O)c2ccccc2C1(O)Cc1ccccc1 (stereo not given)
→ -5.7	1.8%
(77) O=C(CC(=O)N/N=C\c1c(Cl)cccc1Cl)NCc1ccccc1
→ 43.8	4.7%
(78) Cc1ccc(/C=N/NC(=O)CN2CCN(Cc3ccccc3)CC2)s1
→ 6.8	-1.8%
(79) CC(=O)c1cccc(NC(=O)C=C(C)C)c1
→ 4.5	-0.5%
(80) O=C(c1ccccc1)c1sc(N2CCCCCC2)nc1-c1ccccc1
→ -9.4	4.0%
(81) Cc1ccc(CNC(=O)C(=O)NCC2OCCN2C(=O)c2ccc(Cl)cc2)cc1 (stereo not given)
→ ·	-2.1%
(82) CCOC(=O)C1CCCN(C(=O)C(C)(C)Oc2ccc(Cl)cc2)C1 (stereo not given)
→ -9.6	1.1%
(83) COc1ccccc1/C=N/OCC(=O)NCc1ccc2c(c1)OCO2
→ -1.1	-5.4%
(84) CCOC(=O)Cc1csc(N/N=C/c2ccc(C(F)(F)F)cc2)n1
→ -5.5	·
(85) O=C(CN1CCCCC1)c1ccccc1F
→ 3.8	2.9%
(86) Cc1ccc(N2C(=O)c3cccc4c(N5CCN(C)CC5)ccc(c34)C2=O)c2cccnc12
→ ·	4.2%
(87) CCOC(=O)C1(CCCc2ccccc2)CCN(C(=O)CCn2cnnn2)CC1
→ 5.8	-2.2%
(88) Nc1c(Cl)nc(-c2ccccc2)nc1Cl
→ -2.3	2.3%
(89) O=C(/C=C/c1ccc2c(c1)OCO2)NCC1CCCO1 (stereo not given)
→ 10.9	-3.8%
(90) O=C(COC(=O)CCCOc1ccc(Cl)cc1Cl)NCc1ccccc1
→ 3.2	4.3%
(91) COc1cc(CNCCN2CCOCC2)ccc1OCc1ccccc1Cl
→ 1.0	-3.4%
(92) CC1CN(C(=O)c2cccn(Cc3c(Cl)cccc3Cl)c2=O)CC(C)O1 (stereo not given)
→ 79.5	-3.2%
(93) COCCn1c(SCC(=O)Nc2ccc(S(=O)(=O)N(C)C)cc2)nc2ccccc21
→ -15.0	2.7%
(94) CN(C)CCCN=Cc1c(O)n(Cc2ccco2)c(=O)[nH]c1=O
→ -3.2	0.5%
(95) CC(C)CC(CC(C)C)=NNC(=O)c1ccc(CSc2nncn2C)cc1
→ 10.8	7.3%
(96) COC(=O)[C@@]1(Cc2ccccc2)[C@H]2c3cc(C(=O)N4CCCC4)n(Cc4ccsc4Br)c3C[C@H]2CN1C(=O)c1ccccc1
→ ·	-1.9%
(97) Nc1ccc(Nc2ccccc2)cc1
→ 2.9	1.2%
(98) CC/C(=N\NC(=O)c1cccnc1)c1ccc2c(c1)OCCO2
→ -9.4	-3.0%
(99) Cc1ccc(S(=O)(=O)N(C)CC(=O)Nc2ccccc2)cc1
→ 2.0	-1.3%
(100) CSc1nsc(SCC(=O)Nc2ccc(OC(C)=O)cc2)n1
→ -6.7	-5.0%
(101) Cc1cc(N2CCN(c3ccccc3)CC2)nc(-c2ccccc2)n1
→ -8.4	2.3%
(102) Cc1ccc(C(=O)/C=C/C(=O)c2ccc(C)cc2)cc1
→ -3.0	-2.7%
(103) CCOc1cc(/C=N/NS(=O)(=O)c2ccc(OC)cc2)ccc1OCCN1CCOCC1
→ 5.0	-9.6%
(104) CC(C)(C)c1cc[n+](C2=C([O-])c3ccccc3C(=O)/C2=N\S(=O)(=O)c2cccs2)cc1
→ 3.1	-4.1%
(105) CCN(CC)CCn1c(NC(=O)c2ccc(C(F)(F)F)cc2)nc2ccccc21
→ -10.1	-0.5%
(106) Cn1c(=O)c2c(ncn2CC(=O)N2CCN(c3ccc(F)cc3)CC2)n(C)c1=O
→ -9.0	-2.3%
(107) CCOc1ccc(N2C(=O)CC(N(CCc3ccccc3)C(=O)/C=C/C(=O)O)C2=O)cc1 (stereo not given)
→ 5.1	8.4%
(108) Cc1ccc2cc(CN(CC3CCCO3)C(=O)C(C)C)c(=O)[nH]c2c1 (stereo not given)
→ 4.1	-0.8%
(109) Brc1ccc(-c2ccc(/C=N/Nc3nc4ccccc4[nH]3)o2)cc1
→ 8.8	-3.8%
(110) COCCNC(=O)Cn1cnc([N+](=O)[O-])n1
→ -13.1	1.6%
(111) CCOC(=O)/C=C1\SCC(=O)N1Cc1nnc(-c2ccccc2Br)o1
→ 9.8	4.4%
(112) COc1ccc(C/C(N)=N/OC(=O)Cc2ccc(OC)c(OC)c2)cc1
→ -3.7	-3.3%
(113) C/C(=N\N=C\c1ccccc1F)c1nnn(-c2nonc2N)c1C
→ -2.5	-2.6%
(114) CC1(C)CC(C2N3CC4(C)CN2CC(C)(C3)C4=O)CCO1 (stereo not given)
→ -8.2	-6.3%
(115) O=C(COC(=O)C1CCN(C(=O)Nc2ccccc2)CC1)NCC(F)(F)F
→ -5.9	-3.4%
(116) O=C(Nc1nc2ccccc2[nH]1)c1cc2ccccc2o1
→ -12.0	1.3%
